Bioassay records (PubChem)
UGM FP inh – blocks M. tuberculosis UGM enzyme. inhibition, % at 10 µM. purified UGM, fluorescence polarization probe displacement. 0.06% of 320,000 active. P9WIQ1; in the data active means inhibition above about 10%, passing the limit was not always enough; inconclusive means no clear call, values can overlap the other calls
Target sequence (P9WIQ1 whole entry, looked up): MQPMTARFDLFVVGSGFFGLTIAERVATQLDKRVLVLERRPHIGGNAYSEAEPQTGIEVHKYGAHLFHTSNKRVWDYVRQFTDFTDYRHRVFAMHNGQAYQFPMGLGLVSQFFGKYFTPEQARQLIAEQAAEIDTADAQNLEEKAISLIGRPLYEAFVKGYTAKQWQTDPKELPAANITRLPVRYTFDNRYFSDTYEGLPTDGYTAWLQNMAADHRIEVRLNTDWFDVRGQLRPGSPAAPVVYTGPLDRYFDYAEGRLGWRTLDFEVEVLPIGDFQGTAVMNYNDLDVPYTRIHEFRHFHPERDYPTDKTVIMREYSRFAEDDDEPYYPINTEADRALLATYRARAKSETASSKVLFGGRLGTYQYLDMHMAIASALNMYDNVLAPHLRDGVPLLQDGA
BioA inh – BioA (M. tuberculosis) enzyme inhibition; inhibition, % at 9.99 µM; 0.096% of 360,000 active; purified M. tuberculosis BioA enzyme, plate reader; in the data active means inhibition above about 40%; inconclusive means no clear call, values can overlap the other calls
GDH-TPI inh – inhibits GDH-TPI coupling enzymes, artifact for Mtb FBA screen. GDH-TPI coupled enzyme counterscreen, NADH absorbance. AID 588335. inhibition, % at 4.8 µM. 1.2% of 360,000 active;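 further: 0% = DMSO wells and 100% = wells lacking the enzyme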
PrPC TRFRET – reduces human prion protein on the cell surface; AID 720596; inhibition, % at 13.8 µM; 0.43% of 370,000 active; P04156; cell surface PrPC, TR-FRET read-out; in the data active means inhibition above about 24%; further: 0% = median of the test wells and 100% = reference compound wells
CCHF vOTU inh – blocks the CCHF virus ovarian tumor domain protease; AID 651958; inhibition, % at 11.5 µM; 0.55% of 370,000 active; CCHFV vOTU protease, Pep-AMC fluorescence; further: 0% = vehicle wells with enzyme and 100% = no enzyme wells
BoNT A protease – BoNT A light chain protease inhibition | multiplex microsphere protease substrate cleavage, flow cytometry | 0.17% of 360,000 active | inhibition, % at 10 µM; in the data active means inhibition above about 30%; inconclusive means no clear call, values can overlap the other calls; further: plate controls were buffer without enzyme for full effect and enzyme alone for no effect
BoNT F protease – inhibitors of Botulinum neurotoxin F light chain protease | 0.22% of 360,000 active | Multiplex microsphere protease cleavage assay, flow cytometry | AID 588497 | inhibition, % at 10 µM; in the data active means inhibition above about 35%, passing the limit was not always enough; inconclusive means no clear call, values can overlap the other calls; further: plate controls were buffer without enzyme for full effect and enzyme alone for no effect
FBA Mtb inh – inhibitors of M. tuberculosis fructose-bisphosphate aldolase | inhibition, % at 1 µM | 2.3% of 360,000 active | purified M. tuberculosis FBA, fluorescence read-out | P9WQA3; in the data active means inhibition above about 27%;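 further: 0% = vehicle and 100% = reference inhibitor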
Target sequence (P9WQA3 whole entry, looked up): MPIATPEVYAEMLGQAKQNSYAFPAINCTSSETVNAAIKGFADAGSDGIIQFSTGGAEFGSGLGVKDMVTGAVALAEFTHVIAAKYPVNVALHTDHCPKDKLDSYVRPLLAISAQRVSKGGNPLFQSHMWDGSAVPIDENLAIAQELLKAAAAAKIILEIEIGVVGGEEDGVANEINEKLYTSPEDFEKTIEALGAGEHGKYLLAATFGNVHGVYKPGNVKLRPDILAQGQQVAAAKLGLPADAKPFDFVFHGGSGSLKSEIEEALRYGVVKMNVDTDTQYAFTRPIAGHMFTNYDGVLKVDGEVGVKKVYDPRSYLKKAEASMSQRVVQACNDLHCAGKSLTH
FadD28 binding – blocks FadD28 binding to the bisubstrate probe; fluorescence polarization; inhibition, % at 12.5 µM; 0.22% of 360,000 active; in the data active means inhibition above about 8.5%, passing the limit was not always enough; inconclusive means no clear call, values can overlap the other calls
Numbers without * were called inactive; ? = inconclusive; nt = not tested or not shown; + = active, no number. Unless noted, no stated cut-off is given here; in the data, active means inhibition above about 30%; inactive means the rest. This is a random part of the collection; about 4.8% have a hit in one of these screens.

SMILES	UGM FP inh	BioA inh	GDH-TPI inh	PrPC TRFRET	CCHF vOTU inh	BoNT A protease	BoNT F protease	FBA Mtb inh	FadD28 binding
C/C(=N/Nc1nc(-c2ccccc2)cc(-c2ccc(F)cc2)n1)c1cccc(N)c1	0.8	nt	6	1	-5	0.1	-6	1	-1.1
Cc1noc(NS(=O)(=O)c2ccc(NC(=O)CSc3nnc(-c4ccccc4)n3C3CCCCC3)cc2)c1C	2.3	1.4	7	0	-2	-1.4	0	1	0.0
Cc1nc2ccccc2nc(C)c1=NO	2.0	-0.8	11	0	-1	-0.5	4	-2	0.8
CC(C)Cn1c(N)c(C(=O)CSc2n[nH]c(N)n2)c(=O)n(C)c1=O	-0.9	-0.1	-8	6	-5	0.1	-3	-4	-2.0
O=Cc1c(C(=O)O)n(Cc2ccc(F)cc2Cl)c2ccccc12	1.3	-0.7	20	-1	-6	0.2	-17	5	-0.3
COc1cc(C(=O)N2C[C@H]3C[C@@H](C2)c2cccc(=O)n2C3)cc(OC)c1OC	-3.6	4.3	-5	1	1	0.9	2	2	-0.4
CCc1noc(C)c1C(=O)N1CCN(S(=O)(=O)c2cccs2)CC1	1.0	-1.6	5	-4	-13	nt	nt	-3	-3.4
CCCCn1c(-c2c(Cl)c(C)nn2C)n[nH]c1=S	2.9	nt	1	-5	-9	0.2	-7	1	0.0
CCCCC1=CC2=CC(=O)C(C)(OC(=O)CC)C(=O)C2=CN1Cc1ccc(OC)cc1 (configuration not stated)	-0.3	-1.8	13	-16	-4	3.0	-32	0	-0.3
NS(=O)(=O)c1ccc(CNC(=O)c2cnccn2)cc1	1.4	-0.7	4	6	6	-0.9	3	7	-0.8
C[C@H]1[C@@H](c2ccccc2)O[C@@H](c2ccccc2Br)N1C	0.1	-1.5	-3	-3	-1	-0.5	-9	1	-3.6
CC(=O)N1CCC(N(CCN2CCOCC2)C(=S)Nc2ccc(C)cc2C)CC1	1.4	0.2	-1	4	3	1.0	8	-1	1.9
Cc1ccc2nc(C)c(C(=O)N/N=C/c3cccs3)cc2c1	-1.8	nt	18	2	13	3.0	32	-1	-0.9
CCOC(=O)N1N=C(C)CC1(O)c1ccc(Cl)cc1 (configuration not stated)	1.9	-1.3	3	-4	-4	-0.9	2	2	0.8
Cc1ccc(-c2onc3ccc(Br)cc23)cc1	0.6	-0.1	-3	-9	9	3.2	-6	0	-0.4
CC(=O)Nc1ccc(NC(=O)C(C)OC(=O)C2(c3ccc(Cl)cc3)CCCC2)cc1 (configuration not stated)	0.4	nt	0	2	13	-0.1	-4	12	-2.1
c1ccc2c(c1)CCN(c1nc3cc4c(cc3s1)OCO4)C2	2.3	nt	4	0	-6	-0.6	-3	-9	-4.2
CCOc1cccc(C2/C(=C(/O)c3ccc4c(c3)CC(C)O4)C(=O)C(=O)N2CCN2CCOCC2)c1 (configuration not stated)	0.5	-0.5	24	-5	9	0.4	-2	-3	-1.4
Cc1nonc1C(=O)N/N=C/c1ccncc1	0.8	-1.4	-5	11	-3	-0.5	-1	-3	-1.5
O=CNCCc1nc2ccccc2n1CCc1ccccc1	-4.1	0.6	7	9	-5	1.3	?	2	-2.9
Brc1cccc(-c2nc3c4ccccc4ccn3c2Cc2ccccc2)c1	nt	8.7	nt	8	10	0.1	2	5	-2.1
COC(=O)c1cncc(O)c1	-2.1	-5.7	0	-2	-14	0.0	3	1	1.0
O=[N+]([O-])c1ccc(/C=N/NC2=NS(=O)(=O)c3ccccc32)cc1	0.0	-0.4	14	-9	-7	-0.3	3	-4	-2.1
COc1ccc(CCNc2oc(-c3ccc(OC)c(OC)c3)nc2C#N)cc1	-0.8	1.8	36*	10	-68	-1.8	-23	+	12*
Cn1cncc1C#Cc1ccc2cc(C(C)(C)O)oc(=O)c2c1	2.1	0.1	31*	-19	14	-0.3	-2	14	-0.8
Cc1cccc([C@@H]2[C@@H]3C(=O)N(Cc4ccccc4)C(=O)[C@@H]3[C@]3(C)C(=O)N(c4ccc(Br)cc4)C(=O)N23)c1	1.5	0.4	-9	nt	nt	0.6	2	-3	-8.8
FC(F)(F)c1cccc(-n2c(Cn3nnc4ccccc43)n[nH]c2=S)c1	-0.1	-1.1	12	-2	-14	nt	nt	1	-0.7
NC(=O)CSc1nnc2n(-c3ccccc3)c(=O)c3c4c(sc3n12)CCCCC4	-2.1	0.2	7	51*	-2	-0.2	?	-1	-3.6
COc1ccc(CC(=O)NC2CCCc3ccccc32)cc1 (configuration not stated)	3.4	nt	-6	11	0	0.1	-2	-6	-3.1
CC1(C)CC(=O)C=C(c2cccc(OC(=O)c3ccc(-c4ccccc4)cc3)c2)C1=O	nt	-0.7	2	-6	24	0.4	1	-3	-2.7
Cc1noc(C)c1NC(=O)Nc1ccc2c(c1)C(=O)N([C@H](C)CO)C[C@H](C)[C@@H](CN(C)C(=O)Nc1c(C)noc1C)O2	1.7	-2.0	-4	-1	2	-0.7	1	-1	-3.4
COc1cccc(C(=O)NC2CCCc3c2cnn3-c2cc(C)cc(C)c2)c1 (configuration not stated)	-0.1	-1.8	2	1	15	-3.3	-7	-1	-0.8
O=C(CCNc1cccc(Cl)c1)c1ccco1	0.1	-2.6	9	8	-7	0.9	0	1	-1.8
O=C1C(Cc2cnc[nH]2)NC(=S)N1c1ccccc1 (configuration not stated)	4.4	-1.1	-4	5	5	-1.0	28	-1	nt
COc1cccc2cc(C(=O)Nc3cc(C)cc(C)c3)/c(=N/NS(=O)(=O)c3ccccc3)oc12	-1.1	-1.1	4	1	9	-0.3	-6	-1	-3.1
Cc1sc2nc[nH]c(=S)c2c1-c1ccccc1	0.5	nt	11	5	-6	-0.2	-7	-5	0.1
Cc1ccc(C)c(NC(=O)c2sc(Cl)nc2-c2ccccc2)c1	2.1	-0.5	-1	0	-4	-0.2	1	0	0.1
CCCCNC(=O)C1(C)CCCCN1C(=O)c1ccc(F)c(C)c1 (configuration not stated)	nt	-0.8	2	8	12	-2.0	-32	-1	-3.8
CCc1nonc1NC(=O)c1oc2ccc(F)cc2c1C	-0.4	-1.7	17	6	-5	1.5	-3	-1	-0.5
CCOC(=O)c1ccc(NC(=O)Cn2nc(C)c3ccccc3c2=O)cc1	-3.2	-0.3	-4	-3	-9	-2.7	?	0	1.8
Cc1nc(N2CCN(c3ccccn3)CC2)c2c(C)c(C(=O)Nc3ccc(F)cc3)sc2n1	-0.9	nt	3	3	-17	0.1	-2	-2	-0.6
CC(C)N(CC(N)=O)C(=O)Cc1coc2cc3c(cc12)CCC3	-0.6	nt	4	5	-11	0.2	-7	1	0.0
CCOC(=O)C1CCCN(C(=O)c2cccc(NC(=O)C(CC)CC)c2)C1 (configuration not stated)	-2.5	nt	7	-11	-4	-1.4	5	4	-0.6
Cc1ccsc1/C=N/NC(=O)c1cccnc1	-3.4	nt	28	-1	17	0.8	-4	-2	-1.4
COc1ccc([C@@H]2COc3c(ccc4c3C=CC(C)(C)O4)C2)c(OC)c1	-0.8	-1.2	-1	4	-4	0.4	-1	2	2.5
O=C(O)C(Oc1ccc(Cl)cc1)c1ccc(Cl)cc1 (configuration not stated)	nt	-1.8	5	-5	-5	-0.2	-7	-1	0.8
COCC1=C(C(=O)OC)C(c2ccco2)n2ncnc2N1 (configuration not stated)	0.1	-0.4	-16	10	-16	-1.3	?	-1	-4.2
Cc1ccc(OCC(=O)N/N=C\c2ccc(C)o2)c([N+](=O)[O-])c1	nt	nt	16	5	-3	-0.6	3	0	-1.8
COC(=O)C1=C(C(=O)OC)[C@@H]2Nc3ccccc3[C@@]23C[C@@H](C(=O)OC)N(C(=O)c2ccco2)C3=N1	1.0	1.1	1	4	-5	0.5	2	-2	-3.4
O=C(COc1ccccc1)Nc1nn[nH]n1	-0.7	-2.0	3	0	6	0.1	2	0	0.5
Cc1cc(C)c(NC(=S)NCC2CCN(C(C)c3ccccc3)C2)c(C)c1 (configuration not stated)	0.5	-2.9	1	1	2	0.5	3	4	-0.5
O=C(CC1SC(=NCC2CCCO2)NC1=O)Nc1cc([N+](=O)[O-])ccc1Cl (configuration not stated)	0.5	0.4	2	-21	4	0.1	0	2	-0.2
NC(=O)c1ccc(N2CCN(c3ccccc3O)CC2)c([N+](=O)[O-])c1	1.3	nt	7	-3	5	0.6	-13	2	0.1
CCOC(=O)NNC(=S)Nc1c(C)n(C)n(-c2ccccc2)c1=O	0.0	0.4	-5	-4	-11	0.4	-4	0	-2.5
O=C(Nc1ccc(Cl)cc1)N1CCC(c2nc(-c3ccccc3Cl)no2)CC1	0.3	-2.5	4	2	9	-1.1	-32	1	-0.7
OCC1OC(n2cnc3c(SCc4ccccc4)nc(NO)nc32)C(O)C1O (configuration not stated)	nt	3.6	11	-5	-8	-0.6	-3	-1	-4.8
Nc1ccc(S(=O)(=O)c2cccc(N)c2)cc1	4.3	-0.2	10	-5	-7	0.3	-6	0	0.2
Cc1ccc(NC(=O)c2cccc(NC3=NC4CS(=O)(=O)CC4S3)c2)cc1C (configuration not stated)	1.8	-0.6	-16	-3	1	-0.6	-6	2	-4.8
Nc1nc(SCC(=O)NCc2ccccc2Cl)[nH]c(=O)c1NC(=O)c1ccccc1F	0.7	3.4	9	7	-3	0.4	3	1	-1.3
Cc1cc(C)cc(NC(=O)Nc2ccc3c(c2)N(C)C(=O)CS3)c1	-0.8	-0.8	0	12	0	0.0	-2	6	2.4

2 compounds drawn at random from those above, as already listed:
SMILES	UGM FP inh	BioA inh	GDH-TPI inh	PrPC TRFRET	CCHF vOTU inh	BoNT A protease	BoNT F protease	FBA Mtb inh	FadD28 binding
C[C@H]1[C@@H](c2ccccc2)O[C@@H](c2ccccc2Br)N1C	0.1	-1.5	-3	-3	-1	-0.5	-9	1	-3.6
Cc1nc2ccccc2nc(C)c1=NO	2.0	-0.8	11	0	-1	-0.5	4	-2	0.8

Next section:
SMILES	UGM FP inh	BioA inh	GDH-TPI inh	PrPC TRFRET	CCHF vOTU inh	BoNT A protease	BoNT F protease	FBA Mtb inh	FadD28 binding
COC(=O)c1cccc(S(=O)(=O)N2CCC(n3nnc4cc(F)ccc43)CC2)c1	2.2	nt	-6	4	14	-0.3	9	1	-2.6
O=C(O)CCCNc1ccc(S(=O)(=O)N2CCCCC2)cc1	-1.2	nt	2	4	3	-2.3	-7	6	-0.7
CCNCc1ccc(OCc2cccs2)c(OCC)c1	-1.2	nt	-1	-3	0	-0.5	-2	-3	-0.8
CN(C)C(=S)SCC(=O)Nc1ccc(Cl)cc1Cl	-1.4	nt	11	2	-4	0.0	-7	-8	-2.4
Cc1cccc(-c2noc(CCC(=O)NCc3ccco3)n2)c1	0.4	-0.5	2	-4	18	0.1	-3	3	-1.3
O=C(NC(=S)N1CCN(CCO)CC1)C12CC3CC(CC(C3)C1)C2	0.3	0.0	-2	-2	-13	-0.2	-4	-3	-1.6
CCCCc1nc2cc(C(=O)N3CCCCC3CC(=O)OCC)ccc2o1 (configuration not stated)	0.6	0.0	1	-1	10	-5.6	-8	-2	nt
O=C(NC(C(Cl)Cl)N1CCOCC1)c1ccccc1 (configuration not stated)	-3.8	nt	-3	-5	7	0.6	2	-2	-0.9
NC(=O)c1ccc(Oc2ccc(Cl)cc2)c([N+](=O)[O-])c1	1.9	nt	0	-4	2	?	?	-1	-4.1
Cn1nnc2c(C(N)=O)ncn2c1=O	nt	-3.1	3	7	-2	0.5	-13	-2	-0.9
CC1(C(=O)NS(=O)(=O)c2ccccc2C(F)(F)F)CCN1C(=O)CCC1CCCC1 (configuration not stated)	nt	-2.9	16	-6	8	-0.2	2	3	1.8
O=[N+]([O-])c1ccc(N2CCCCC2)c2ncccc12	-0.2	0.8	0	-25	7	2.8	-2	-14	-2.3
Cc1ccccc1NC(=O)CCNS(=O)(=O)c1ccc2[nH]c(=O)oc2c1	0.2	-0.6	-4	10	-12	-0.1	5	-5	-4.5

A draw from above in order of formula weight, lowest first.
SMILES	UGM FP inh	BioA inh	GDH-TPI inh	PrPC TRFRET	CCHF vOTU inh	BoNT A protease	BoNT F protease	FBA Mtb inh	FadD28 binding
O=[N+]([O-])c1ccc(N2CCCCC2)c2ncccc12	-0.2	0.8	0	-25	7	2.8	-2	-14	-2.3
CCNCc1ccc(OCc2cccs2)c(OCC)c1	-1.2	nt	-1	-3	0	-0.5	-2	-3	-0.8
O=C(NC(C(Cl)Cl)N1CCOCC1)c1ccccc1 (configuration not stated)	-3.8	nt	-3	-5	7	0.6	2	-2	-0.9
